MEP2-GFP yeast – alters MEP2-GFP fluorescence in TOR pathway yeast screen; AID 2016; hit rate 0.51% among 330,000; GFP response vs DMSO, % at 10 µM; S. cerevisiae MEP2-GFP strain, flow cytometry GFP, 3 h; 100% = DMSO control level;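 active = GFP response versus DMSO above a set limit, roughly screen mean plus 3 SD, cut at about 180% in these data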;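 also: median GFP fluorescence of the barcode-gated MEP2-GFP cells per well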
AHR activator – activators of human aryl hydrocarbon receptor; AHR-responsive luciferase reporter cells, luminescence; activation, % at 5 µM; hit rate 2.5% among 320,000; AID 2796; in the data active = activation above about 47%;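 also: 0% = vehicle wells and 100% = reference agonist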
Target sequence (P35869 whole entry, looked up): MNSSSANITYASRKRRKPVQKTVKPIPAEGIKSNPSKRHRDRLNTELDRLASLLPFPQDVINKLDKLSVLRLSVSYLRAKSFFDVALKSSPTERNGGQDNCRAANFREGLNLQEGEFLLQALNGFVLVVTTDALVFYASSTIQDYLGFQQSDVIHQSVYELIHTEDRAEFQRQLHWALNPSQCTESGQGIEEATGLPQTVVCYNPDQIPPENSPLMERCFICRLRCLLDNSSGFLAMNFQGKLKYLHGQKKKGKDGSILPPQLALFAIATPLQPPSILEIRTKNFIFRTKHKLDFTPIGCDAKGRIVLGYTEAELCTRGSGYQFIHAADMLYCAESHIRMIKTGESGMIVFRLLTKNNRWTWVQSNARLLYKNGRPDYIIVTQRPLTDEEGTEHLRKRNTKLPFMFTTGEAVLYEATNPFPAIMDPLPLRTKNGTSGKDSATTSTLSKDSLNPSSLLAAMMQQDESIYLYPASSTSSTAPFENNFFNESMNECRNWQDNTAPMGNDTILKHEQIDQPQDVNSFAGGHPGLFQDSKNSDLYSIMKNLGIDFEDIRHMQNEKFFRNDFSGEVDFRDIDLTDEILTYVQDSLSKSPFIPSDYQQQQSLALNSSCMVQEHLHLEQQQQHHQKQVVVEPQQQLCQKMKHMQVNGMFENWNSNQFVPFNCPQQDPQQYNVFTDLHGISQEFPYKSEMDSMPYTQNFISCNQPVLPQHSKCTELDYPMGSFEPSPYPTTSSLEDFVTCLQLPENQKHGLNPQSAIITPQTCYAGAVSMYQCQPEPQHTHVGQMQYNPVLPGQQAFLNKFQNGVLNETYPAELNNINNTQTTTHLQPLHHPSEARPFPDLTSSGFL
proCasp3 act – procaspase-3 (human) activation; P42574; recombinant procaspase-3 D3A, Ac-DEVD-pNA absorbance 405 nm; activation, % at 8.5 µM; hit rate 0.11% among 330,000; AID 463141;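 active = activation above the mean of all tested compounds plus 3 SD, cut at about 21% in these data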;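 also: 0% = DMSO alone and 100% = DMSO wells spiked with extra 5 µM PC-3 D3A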
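Assay system: Procaspase-3 D3A mutant, all three cleavage aspartates alanine. Buffer or medium: Zinc-free HEPES saline buffer with Triton X-100. Times: 1 h compound preincubation, 2 h substrate hydrolysis at 25 °C. Measured by: 405 nm absorbance of p-nitroaniline, reads at 0 and 120 min. Read-out basis: percent activation relative to control range. Replicates: singlicate.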
RPL19A TOR yeast – alters RPL19A-GFP fluorescence in TOR pathway yeast screen | S. cerevisiae RPL19A-GFP strain, flow cytometry, 3 h; active compounds read low | percent response vs DMSO, % at 10 µM | hit rate 0.3% among 330,000;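 active = percent response vs DMSO below 50%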;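 also: median channel GFP fluorescence of the barcoded RPL19A-GFP strain; ratio of sample median GFP to plate DMSO average so 100% = DMSO; lower means less RPL19A-GFP as with rapamycin TOR inhibition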
LAP4-GFP MLPCN – yeast TOR pathway LAP4-GFP modulation; GFP response vs DMSO, % at 10 µM; hit rate 0.34% among 320,000; S. cerevisiae LAP4-GFP multiplex, flow cytometry GFP, 3 h; median GFP as percent of DMSO wells;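 active = GFP response vs DMSO above a set limit, about the screen mean plus 3 SD, cut at about 150% in these data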
AGP1 TOR yeast – alters AGP1-GFP fluorescence in TOR pathway yeast screen. S. cerevisiae AGP1-GFP multiplex flow cytometry, 3 h; GFP as percent of DMSO wells. GFP response vs DMSO, % at 10 µM. hit rate 0.02% among 320,000. AID 2066;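 active = GFP response relative to DMSO above a set limit, near screen average plus 3 SD, cut at about 150% in these data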;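 also: median GFP channel fluorescence of the gated AGP1 strain per well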
CIT2 TOR yeast – modulators of TOR pathway CIT2-GFP in S. cerevisiae; GFP response vs DMSO, % at 10 µM; hit rate 0.065% among 320,000; S. cerevisiae CIT2-GFP strain, flow cytometry, 3 h; 100 means same as DMSO wells; AID 2029;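 active = GFP response relative to DMSO above a set limit, near the screen mean plus 3 SD, cut at about 150% in these data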;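 also: ratio of well median GFP fluorescence to mean of DMSO wells on the plate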
procasp7 counter – counter-screen: procaspase-7 (human) activation; P55210; recombinant procaspase-7, Ac-DEVD-pNA absorbance 405 nm; D23A/D198A/D206A triple mutant, cannot self-cleave; scale: DMSO 0, 5 µM enzyme 100; activation, % at 8.5 µM; hit rate 0.093% among 330,000;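 active = percent activation above the screen-wide mean plus 3 SD, cut at about 25% in these data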
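buffer or medium = Zinc-free HEPES/NaCl buffer, pH 7.4 | material = Procaspase-7 triple mutant (PC-7 D3A) | input = 2 µM procaspase-7 mutant as dispensed | signal = Epi-absorbance of released pNA at 405 nm, two timepoints | timing = 1 h preincubation, 2 h reaction | replicates = singlicate compound testing | evaluation = % activation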
* = called active by the depositor; x = not tested or not shown.

Every second line gives: MEP2-GFP yeast	AHR activator	proCasp3 act	RPL19A TOR yeast	LAP4-GFP MLPCN	AGP1 TOR yeast	CIT2 TOR yeast	procasp7 counter
[1] COc1ccccc1C(=O)Nc1nc(N)n(-c2ccccc2)n1
→ 84	5	7	90	x	90	83	6
[2] Cc1ccc(C2CCN(C(=S)NC(C)(C)C)C2)cc1 (configuration not stated)
→ 95	5	2	90	100	83	83	2
[3] Cc1ccc(CNn2cnnc2SCc2ccc(F)cc2)cc1
→ 87	2	2	101	99	100	89	6
[4] Cc1ccc(C(=O)NCC(=O)O)cc1S(=O)(=O)N1CCCCC1
→ 106	-3	2	100	99	103	95	8
[5] CC1CN(C(=O)CSc2nc(N)cc(N)n2)CC(C)O1 (configuration not stated)
→ 96	0	1	94	91	87	93	11
[6] O=C(O)CCSc1nc2ccccc2c(=O)[nH]1
→ 111	2	4	97	100	104	106	16
[7] COc1ccc(N2CCN(CCC(=O)c3ccc4ccccc4c3)CC2)cc1
→ 104	2	-28	104	98	99	101	-38
[8] Cc1cc(C(=O)OCC(=O)N2CCOCC2)c2ccccc2n1
→ 101	2	8	103	99	102	95	10
[9] Cc1nc(NS(=O)(=O)c2ccccc2C)c2c3c(sc2n1)CCC3
→ 95	4	5	101	104	100	100	6
[10] CN1CCN(c2ccc(-c3cccc(NC(=O)COc4ccc(Cl)cc4Cl)c3)nn2)CC1
→ 91	2	5	95	115	103	92	19
[11] Cc1ccc(C(=O)N2CCCCC2)cc1S(=O)(=O)N1CCOCC1
→ 100	0	2	103	99	103	97	3
[12] CNCc1c(OCc2ccc(F)cc2)ccc2ccccc12
→ 95	26	1	94	100	98	96	-5
[13] COC(=O)c1ccc(C2/C(=C(/O)c3ccc(OC(C)C)cc3)C(=O)C(=O)N2c2cc(C)on2)cc1 (configuration not stated)
→ 114	0	-2	95	x	94	91	-6
[14] CN(c1ccccc1C(=O)Nc1cccc(Cl)c1Cl)S(C)(=O)=O
→ 110	1	0	105	92	102	x	9
[15] O=C1C=C(c2cccc(O)c2)C[C@@H](c2ccc(F)cc2)C1
→ 105	-4	0	101	105	94	98	15
[16] O=C(CCOc1ccccc1)Nc1ccnn1C1CCN(C(=O)CCC(F)(F)F)CC1
→ 111	2	2	105	101	111	109	-14
[17] CCn1c(CSc2ncn[nH]2)nc2cc(C(=O)O)ccc21
→ 103	-1	8	109	99	109	106	10
[18] C/C(=N\NC(=O)CNc1cccc(Cl)c1C)C1CC1
→ 88	11	8	91	100	90	92	2
[19] CCOC(=O)C1(CC2CC2)CCN(S(=O)(=O)/C=C/c2ccccc2)CC1
→ 103	-2	5	107	103	105	89	0
[20] COc1ccc(NC(=O)c2cc(CC(C)C)on2)cc1OC
→ 104	0	12	100	106	98	102	5
[21] CN1C(=O)N(C)C2(CC1(C)C)CC(C)(C)N(C)C(=O)N2C
→ 101	-4	3	99	94	97	94	-3
[22] COC(=O)c1ccc(C)c(NS(=O)(=O)c2ccc(OC)c(OC)c2)c1
→ 98	15	8	99	102	99	95	10
[23] COCCNC(=S)N(CCc1c(C)[nH]c2ccc(OC)cc12)Cc1cccnc1
→ 104	16	2	105	92	103	104	-3
[24] Cc1noc(NC(=O)c2cccc(Cl)c2Cl)c1C#N
→ 90	1	9	96	116	92	91	5
[25] CC1CCN(C(=O)c2[nH]cnc2C(=O)N[C@@H](C)C(=O)OC(C)(C)C)CC1
→ 94	0	12	100	122	87	98	-6
[26] CCCC(=O)NC(c1ccc(N(C)C)cc1)c1c(O)ccc2ccccc12 (configuration not stated)
→ 99	17	1	98	96	101	89	5
[27] CSc1ccccc1NC(=O)c1ccc(N2CC3CC(C2)c2cccc(=O)n2C3)c(NC(=O)c2cccnc2)c1 (configuration not stated)
→ 99	1	9	101	101	100	101	-1
[28] CCCSC1=N/C(=C\C=C\c2ccco2)C(=O)S1
→ 121	-2	-12	87	107	x	103	-11
[29] O=C(CSCCc1ccccn1)Nc1ccc(Br)cn1
→ 101	0	4	94	98	92	90	0
[30] COc1ccc(/C=N/NC(=O)c2cccc(OC(F)(F)C(F)F)c2)cc1O
→ 101	3	-6	106	101	99	97	-1

Gathered by group, the entries above with an NH in an aromatic ring (four)
Every second line gives: MEP2-GFP yeast	AHR activator	proCasp3 act	RPL19A TOR yeast	LAP4-GFP MLPCN	AGP1 TOR yeast	CIT2 TOR yeast	procasp7 counter
[6] O=C(O)CCSc1nc2ccccc2c(=O)[nH]1
→ 111	2	4	97	100	104	106	16
[17] CCn1c(CSc2ncn[nH]2)nc2cc(C(=O)O)ccc21
→ 103	-1	8	109	99	109	106	10
[23] COCCNC(=S)N(CCc1c(C)[nH]c2ccc(OC)cc12)Cc1cccnc1
→ 104	16	2	105	92	103	104	-3
[25] CC1CCN(C(=O)c2[nH]cnc2C(=O)N[C@@H](C)C(=O)OC(C)(C)C)CC1
→ 94	0	12	100	122	87	98	-6

An excerpt from above, reduced to LAP4-GFP MLPCN, AHR activator and AGP1 TOR yeast:
cpd	canonical_smiles	LAP4-GFP MLPCN	AHR activator	AGP1 TOR yeast
24	Cc1noc(NC(=O)c2cccc(Cl)c2Cl)c1C#N	116	1	92
30	COc1ccc(/C=N/NC(=O)c2cccc(OC(F)(F)C(F)F)c2)cc1O	101	3	99
5	CC1CN(C(=O)CSc2nc(N)cc(N)n2)CC(C)O1 (configuration not stated)	91	0	87
6	O=C(O)CCSc1nc2ccccc2c(=O)[nH]1	100	2	104
3	Cc1ccc(CNn2cnnc2SCc2ccc(F)cc2)cc1	99	2	100
22	COC(=O)c1ccc(C)c(NS(=O)(=O)c2ccc(OC)c(OC)c2)c1	102	15	99

Carrying on:
Every second line gives: MEP2-GFP yeast	AHR activator	proCasp3 act	RPL19A TOR yeast	LAP4-GFP MLPCN	AGP1 TOR yeast	CIT2 TOR yeast	procasp7 counter
[31] CC(=O)Nc1ccc(S[C@@H](CCN2CC[C@H](O)CCC2=O)c2ccccc2)cc1
→ 87	-1	-2	89	99	96	95	-18
[32] CN1C(=O)/C(=C/C=C2\SCCN2C)OC1=S
→ 97	10	-6	92	104	102	92	-5
[33] COc1ccc(-c2noc(CCCC(=O)NC3CCCCC3)n2)cc1
→ 100	-4	1	90	82	85	84	14
[34] CCCN1C2CCCC1CC(NC(=O)c1ccccc1OCC)C2 (configuration not stated)
→ 104	19	0	97	96	104	102	3
[35] CC1(C)CC(=O)C2=C(C1)c1c(ccc3ccccc13)NC2c1ccc(Br)o1 (configuration not stated)
→ 90	22	29*	89	x	85	80	16
[36] Cc1ccc2nc(SCC(=O)Nc3cc(C)on3)c(C)cc2c1
→ 103	-4	-4	101	90	98	95	-4
[37] O=Cc1c(NCc2ccco2)nc2ccccn2c1=O
→ 90	3	-11	92	96	87	90	1
[38] CCN(CC(=O)Nc1ccc(NC(C)=O)cc1)C(=O)c1ccccc1SCc1c(C)noc1C
→ 103	11	13	101	110	122	105	-1
[39] O=C(Nc1ccc2ccccc2n1)c1ccc(Cl)cc1
→ 98	20	3	101	79	74	88	3
[40] COC(=O)CCC(=O)OC1(C)C(=O)C2=CN(c3ccccc3)C(c3ccc(OC)cc3)=CC2=C(Br)C1=O (configuration not stated)
→ 84	1	-14	104	98	74	94	-22
[41] CCc1occc(=O)c1Oc1cc(NN2CCCCC2)c([N+](=O)[O-])cc1[N+](=O)[O-]
→ 94	3	-4	101	105	91	85	-1
[42] COc1cc(NC(=O)CS(=O)(=O)c2ccccc2)cc(OC)c1OC
→ 101	4	5	96	92	94	93	-5
[43] Cn1nc(CC(=O)NCCN2C(=O)CSC2=O)c2ccccc2c1=O
→ 100	-1	4	105	98	109	110	-12
[44] COCCn1c(=NC(=O)c2ccc3c(c2)OCCO3)sc2cc(S(N)(=O)=O)ccc21
→ 107	5	7	103	99	104	101	6
[45] CCOC(=O)C1(CCOc2ccccc2)CCN(Cc2cccs2)CC1
→ 100	1	4	93	102	111	94	10
[46] CCN(CC)C(=O)COc1ccc(/C(C)=N/NC(=O)c2ccccc2-n2cccc2)cc1
→ 108	16	9	105	77	87	108	3
[47] CCOC(=O)C(=O)NCc1ccc(/C=C2/N=C(C)C(C(=O)OCC)=C2O)o1
→ 88	2	-11	90	95	93	90	-4
[48] Cc1ccc(C(NC(=O)NCCCN2CCOCC2)=C(Cl)Cl)cc1F
→ 98	-1	1	95	90	93	94	15
[49] O=C(Cn1cc(/C=N/NC(=O)c2cccc(C(F)(F)F)c2)c2ccccc21)Nc1ccc(F)cc1
→ 110	0	6	100	106	108	103	4
[50] Cc1c(-n2c(O)c(C3=c4ccccc4=NC3=O)sc2=S)c(=O)n(-c2ccccc2)n1C
→ 101	20	-13	98	97	103	97	-26
[51] Cc1cc(N)c2ccccc2n1
→ 92	2	7	98	89	92	88	2
[52] Cc1cc(C)c(C(=O)COc2cccnc2[N+](=O)[O-])cc1C
→ 112	-2	-7	91	105	96	103	-10
[53] Cn1nc([N+](=O)[O-])nc1Oc1ccccc1
→ 103	-4	-5	102	99	x	105	0
[54] COc1ccc2c(c1OC)C(=O)OC2Nc1ccccc1S(=O)(=O)C(F)F (configuration not stated)
→ 107	0	12	105	111	110	106	1
[55] COc1cccc(C2C(C(=O)c3ccc(C)o3)=C(O)C(=O)N2c2cc(C)on2)c1 (configuration not stated)
→ 96	-1	-13	99	106	98	90	-50

Five of the entries above in order of the RPL19A TOR yeast value, largest number first.
#	canonical_smiles	MEP2-GFP yeast	AHR activator	proCasp3 act	RPL19A TOR yeast	LAP4-GFP MLPCN	AGP1 TOR yeast	CIT2 TOR yeast
46	CCN(CC)C(=O)COc1ccc(/C(C)=N/NC(=O)c2ccccc2-n2cccc2)cc1	108	16	9	105	77	87	108
49	O=C(Cn1cc(/C=N/NC(=O)c2cccc(C(F)(F)F)c2)c2ccccc21)Nc1ccc(F)cc1	110	0	6	100	106	108	103
50	Cc1c(-n2c(O)c(C3=c4ccccc4=NC3=O)sc2=S)c(=O)n(-c2ccccc2)n1C	101	20	-13	98	97	103	97
34	CCCN1C2CCCC1CC(NC(=O)c1ccccc1OCC)C2 (configuration not stated)	104	19	0	97	96	104	102
32	CN1C(=O)/C(=C/C=C2\SCCN2C)OC1=S	97	10	-6	92	104	102	92
